Screening data from PubChem BioAssay.
INS promoter inh: TRM-6 insulin promoter activity inhibition | AID 1273 | TRM-6 cells (human fetal islet line), insulin promoter-eGFP reporter, imaging; reporter expression induced with tamoxifen | inhibition, % at 2 µM | actives 0.9% (n = 130,000);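 active = inhibition above the mean plus 3 SD, with well images judged a real hit on visual review, cut at about 60% in these data, passing the limit was not always enough; inconclusive = inhibition over the cutoff but images rejected on review; inactive = inhibition not above the cutoff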
sdo1 growth: sdo1-depleted yeast growth rescue | S. cerevisiae sdo1-depleted JHY4D growth rescue, OD600 30 h; active compounds read high; pdr5 snq2 efflux-pump mutant strain | z-score at 10 µM | actives 0.21% (n = 140,000);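 active = z-score above 3 at both the 24 hr and the 30 hr optical density reads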;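 also: z-score against mean and SD of all compound wells on the same plate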
sdo1 growth Rescue 24 h: recorded beside sdo1 growth, whose call it bears; z-score; S. cerevisiae sdo1-depleted JHY4D growth rescue, OD600; measured here: growth rescue at 24 h;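 0 is the plate mean of compound wells and units are plate SD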
Active calls of the source: *; u = inconclusive; x = no result given.

INS promoter inh | sdo1 growth | sdo1 growth Rescue 24 h | Structure
-49 | 13* | 12* | COc1ccc(-c2nc3nc(C)cc(C)n3n2)cc1
-48 | -1.1 | -0.33 | CCOC(=O)c1c(CSc2ccccc2)oc2ccc(O)cc12
0 | x | x | Cc1cc(=O)n2[nH]c(NCc3ccccc3F)nc2n1
-18 | 0.46 | 0.17 | CCN(CC)C(=O)C1CC(c2ccc(OC)cc2)=NO1 (stereo not given)
29 | x | x | O=C(Cc1cccs1)N/N=C\c1ccc(O)cc1
x | -1.1 | -1.1 | CC(C)COC(=O)NCCOC(=O)Nc1cccc(Cl)c1
10 | 0.57 | 0.87 | COc1ccc(CCNc2ccc(S(=O)(=O)N3CCCC3)cc2[N+](=O)[O-])cc1
3 | -0.49 | -1.2 | CCOC(=O)N1CCN(S(=O)(=O)c2ccc(OCC(=O)OC)c(Cl)c2)CC1
-52 | -0.89 | -0.42 | COc1ccc(CN(C(=O)/C=C/C(=O)c2ccc(OC)cc2O)C(C(=O)NC2CCCCC2)c2ccncc2)cc1 (stereo not given)
x | -0.48 | -1.7 | Cc1cc(C)n(C(=O)CN2C(=O)CCC2=O)n1
15 | x | x | CN(C)N1C(N)=C(C#N)C(c2cccs2)C2=C1CCCC2=O (stereo not given)
-83 | x | x | COc1ccc(CN=Cc2c(O)[nH]c3ccccc23)cc1
x | -0.09 | 1.2 | COc1ccc2c(c1)c(C(=O)OCCN(C)C)c(C)n2C
-27 | -0.97 | -0.57 | Cc1ccc(CNC(=O)c2ccc3nc4[nH]c5ccccc5c4nc3c2)cc1
-36 | -1.3 | -1.2 | CC(C)Oc1ccc(CC(=O)NNC(=S)Nc2ccc(Br)cc2)cc1
-86 | 0.92 | 0.94 | Cc1ccc(NS(=O)(=O)c2ccc(OCC(=O)NCc3cccnc3)cc2)cc1
30 | -0.5 | -0.2 | COc1ccc(-c2csc(N(CC3CCCO3)C(=O)c3cccs3)n2)cc1 (stereo not given)
-16 | 0.39 | 1.1 | Cc1ccc(S(=O)(=O)Nc2cc(=O)[nH]c(SCc3ccc(Cl)cc3)n2)cc1
-4 | 1.5 | 1.5 | c1ccc(C2=Nc3ccccc3OC2)cc1
50 | x | x | CCOC(=O)CNC(=O)/C(=C\c1ccc(F)cc1)NC(=O)c1ccccc1
u | 0.1 | -0.5 | CCc1cc2c(=O)[nH]c(N3CCOCC3)nc2s1
22 | 0.68 | -0.11 | CSC(=S)N(C)C1CCS(=O)(=O)C1 (stereo not given)
3 | 0.24 | -0.42 | O=C(Nc1nccc(-c2cccs2)n1)c1ccccc1Cl
-193 | 1.4 | 1.6 | Cc1cc(C)cc(C(=O)N2CC(=O)Nc3ccccc32)c1
-14 | 0.11 | 0.45 | CCOC(=O)C1CCN(S(=O)(=O)c2ccc(C(=O)OC)cc2)CC1
-6 | 0.2 | 0.1 | O=C(CNC(=S)N(Cc1ccc(F)cc1)C1CCCCC1)NC1CC1
-18 | x | x | COc1ccc(Br)cc1S(=O)(=O)NCCN1CCOCC1
x | -0.22 | -0.48 | CN(C)CCNc1nc2c(c(=O)[nH]c(=O)n2C)n1CC(O)COc1ccc(Cl)cc1 (stereo not given)
-48 | -0.63 | -0.83 | CSc1nc2ncc3c(n2n1)CC1c2ccccc2CCN1C3=O (stereo not given)
x | -1.2 | -0.99 | COc1ccc(Cl)cc1NC(=O)CNc1ccccc1F

Another view of part of the listing above.
compound | INS promoter inh | sdo1 growth | sdo1 growth Rescue 24 h
CCN(CC)C(=O)C1CC(c2ccc(OC)cc2)=NO1 (stereo not given) | -18 | 0.46 | 0.17
O=C(Cc1cccs1)N/N=C\c1ccc(O)cc1 | 29 | x | x
CC(C)COC(=O)NCCOC(=O)Nc1cccc(Cl)c1 | x | -1.1 | -1.1
COc1ccc(CCNc2ccc(S(=O)(=O)N3CCCC3)cc2[N+](=O)[O-])cc1 | 10 | 0.57 | 0.87
CCOC(=O)N1CCN(S(=O)(=O)c2ccc(OCC(=O)OC)c(Cl)c2)CC1 | 3 | -0.49 | -1.2
COc1ccc(CN(C(=O)/C=C/C(=O)c2ccc(OC)cc2O)C(C(=O)NC2CCCCC2)c2ccncc2)cc1 (stereo not given) | -52 | -0.89 | -0.42
Cc1cc(C)n(C(=O)CN2C(=O)CCC2=O)n1 | x | -0.48 | -1.7
CN(C)N1C(N)=C(C#N)C(c2cccs2)C2=C1CCCC2=O (stereo not given) | 15 | x | x
COc1ccc(CN=Cc2c(O)[nH]c3ccccc23)cc1 | -83 | x | x
COc1ccc2c(c1)c(C(=O)OCCN(C)C)c(C)n2C | x | -0.09 | 1.2
Cc1ccc(CNC(=O)c2ccc3nc4[nH]c5ccccc5c4nc3c2)cc1 | -27 | -0.97 | -0.57
CC(C)Oc1ccc(CC(=O)NNC(=S)Nc2ccc(Br)cc2)cc1 | -36 | -1.3 | -1.2
Cc1ccc(NS(=O)(=O)c2ccc(OCC(=O)NCc3cccnc3)cc2)cc1 | -86 | 0.92 | 0.94
COc1ccc(-c2csc(N(CC3CCCO3)C(=O)c3cccs3)n2)cc1 (stereo not given) | 30 | -0.5 | -0.2
Cc1ccc(S(=O)(=O)Nc2cc(=O)[nH]c(SCc3ccc(Cl)cc3)n2)cc1 | -16 | 0.39 | 1.1
c1ccc(C2=Nc3ccccc3OC2)cc1 | -4 | 1.5 | 1.5
CCOC(=O)CNC(=O)/C(=C\c1ccc(F)cc1)NC(=O)c1ccccc1 | 50 | x | x
CCc1cc2c(=O)[nH]c(N3CCOCC3)nc2s1 | u | 0.1 | -0.5
CSC(=S)N(C)C1CCS(=O)(=O)C1 (stereo not given) | 22 | 0.68 | -0.11
O=C(Nc1nccc(-c2cccs2)n1)c1ccccc1Cl | 3 | 0.24 | -0.42
Cc1cc(C)cc(C(=O)N2CC(=O)Nc3ccccc32)c1 | -193 | 1.4 | 1.6
CCOC(=O)C1CCN(S(=O)(=O)c2ccc(C(=O)OC)cc2)CC1 | -14 | 0.11 | 0.45
O=C(CNC(=S)N(Cc1ccc(F)cc1)C1CCCCC1)NC1CC1 | -6 | 0.2 | 0.1
COc1ccc(Br)cc1S(=O)(=O)NCCN1CCOCC1 | -18 | x | x

More records follow.
INS promoter inh | sdo1 growth | sdo1 growth Rescue 24 h | Structure
-53 | x | x | NC(=S)Cc1nc(-c2ccc(Cl)cc2)cs1
36 | x | x | CSc1ccc(S(=O)(=O)N(CC(=O)NN=C2CCN(C)CC2)c2ccc(C)cc2)cc1
-14 | -1.2 | -1.3 | C=CCNC(=S)N/N=C/c1ccc(OCc2ccccc2Cl)cc1
x | -0.37 | -0.52 | Cc1ccccc1-n1nnnc1SCCCC(=O)c1ccc(F)cc1
-8 | x | x | Cc1cccc(-n2c(=O)c3c4c(sc3n3c(=S)[nH]nc23)CCC4)c1
0 | -1.1 | -2 | COCC(=O)N(CCc1ccc(OC)c(OC)c1)Cc1nc2ccccc2c(=O)[nH]1
-65 | -0.19 | -0.23 | CCN(CC)C(C(=O)Nc1ccc(C(C)C)cc1)c1ccc2c(c1)OCO2 (stereo not given)
-27 | -0.39 | 0.21 | CCc1ccc(OCC(=O)NC(=S)Nc2cccc(CO)c2)c(Br)c1
x | 0.71 | 0.66 | Nc1nnc2c(n1)CCCC2
x | -0.79 | 0.21 | Cc1cccc(NC(=O)CSc2nc3ccc(N4C(=O)c5ccccc5C4=O)cc3s2)c1C
x | -0.4 | -0.45 | COCCN1Cc2cccc(C(=O)Nc3ccc4c(c3)OCCO4)c2C1=O
x | -0.4 | -0.26 | CC(C)(CNC(=O)c1cc2ccccc2o1)N1CCOCC1
x | -0.5 | -0.15 | Cc1c(C)n(C)c2ccc(C(=O)NCc3cccs3)cc12
x | -2.8 | -1.9 | Nc1cc(-c2ccc(Br)cc2)nn1S(=O)(=O)c1cccc2nsnc12
43 | -0.69 | -0.13 | Cc1csc2nc(CSc3nc4ccccc4o3)cn12
-32 | 0.84 | 0.4 | O=c1c2[nH]c3ccccc3c2ncn1CCCn1ccnc1
33 | x | x | CC(=O)Nc1c(NC(=O)CC#N)[nH]c2c(c1=O)c(=O)n(C)c(=O)n2C
15 | -0.07 | 0.2 | CC(C)CCn1c(=O)c2ccccc2n2c(CN3C(=O)NC4(CCC(C)CC4)C3=O)nnc12 (stereo not given)
-66 | -0.52 | 0.02 | O=C(Nc1cccc2c1CCCC2)c1cc([N+](=O)[O-])ccc1Cl
-52 | -0.16 | -0.35 | Cc1ccc(O)c(NC(=O)C2CC(c3c(F)cccc3Cl)=NO2)c1 (stereo not given)
-18 | x | x | CN(C)S(=O)(=O)c1ccc2nnn(O)c2c1
35 | -0.41 | -0.06 | Nc1ccc(C23CC4CC(CC(CO)(C4)C2)C3)cc1
-33 | x | x | Cc1ccc(C(=O)OCC(=O)NC(C)C)cc1S(=O)(=O)N1CCOCC1
-2 | -1.8 | -1.2 | C=CCCC(=O)Nc1nc(C)c(-c2csc(Nc3ccccc3OC)n2)s1
-58 | x | x | CSc1nnc(C)c(=O)n1COC(=O)COc1ccc(Cl)cc1
x | 1.7 | 1.2 | Cn1c2ccc(Cl)cc2c2nc3ccccc3nc21
24 | x | x | Cc1ccc(-c2nnc3sc(-c4ccc5c(c4)OCCO5)nn23)cc1
-3 | -1.2 | -1.1 | COc1ccc(NC(=O)NCc2ccccn2)cc1OC
x | -2.3 | -1.6 | CCCC(=O)Nc1cccc(-c2nc3cc(C)c(C)cc3o2)c1
44 | -2.2 | -1.1 | C(=N\N1CCN(C2c3ccccc3-c3ccccc32)CC1)/c1ccncc1
-27 | x | x | C/C(=N\NC(=O)c1ccc(-c2ccccc2)cc1)C1C(=O)c2ccccc2C1=O
-9 | 0.86 | 1.3 | N#CCC(=O)NC(=O)NCC1CC1
x | 1.3 | 1.6 | O=C(Nc1ccc(Cl)cc1)Nc1nnc(CSc2ccc(Cl)cc2)s1
-43 | 0.51 | 1.8 | Cc1onc(-c2ccccc2Cl)c1C(=O)N1C=CC(C(F)(F)Cl)=NCC1
x | 0.25 | 1.2 | Cc1ccccc1CSc1nc(-c2ccccc2)cc(=O)[nH]1
x | 1.1 | 1.1 | O=S(=O)(Nc1nc2ccccc2nc1Cl)c1ccccc1
28 | -1.1 | -1.2 | COc1ccc2c(c1)c1ncn(Cc3ccco3)c(=O)c1n2C
x | 1.5 | 0.24 | Brc1ccc(/C=N/c2nc3ccccc3n2CCN2CCOCC2)cc1
-40 | 2.3 | 1.8 | CC(O)CNCc1cccc2ccccc12 (stereo not given)
6 | x | x | COc1ccc(C)cc1NC(=O)COC(=O)C1CCN(C(=O)c2ccc(Cl)cc2)CC1
13 | 0.94 | 0.95 | Cc1cc(C)c(NC(=O)C2CC(=O)N(c3ccc4c(c3)OCCO4)C2)c(C)c1 (stereo not given)
x | -0.42 | -0.44 | COc1cc(OC)cc(C(=O)NCC(=O)N2CCCCC2)c1
-41 | x | x | Nc1n[nH]c2cc(=O)n(-c3ccc(Cl)cc3)nc12
0 | x | x | COc1ccc(C(=O)NC=C2C(=O)OC(C)(C)OC2=O)cc1
-50 | x | x | COc1ccc(NC(=O)c2c3c(nc4ccccc24)CCN(Cc2ccccc2)C3)c(OC)c1
29 | x | x | Cc1nonc1CN(C)C(=O)CC1C(=O)NCCN1Cc1cccc(C(F)(F)F)c1 (stereo not given)
43 | -0.91 | -1.5 | COc1ccc(S(=O)(=O)N2CCC(C(=O)NCCC3=CCCCC3)CC2)cc1C
x | 1 | 0.83 | CCOc1ccc(C2N(c3ccc(F)cc3)C(=O)C3CCCN32)cc1 (stereo not given)
13 | x | x | CC(C)N1CCN(Cc2ccc3c(c2)Cc2ccccc2-3)CC1CCO (stereo not given)
32 | -0.72 | -0.76 | Cc1nn2c(COc3ccc(NC(=O)c4ccccc4Cl)cc3)nnc2c2ccccc12
-50 | -1.5 | -0.84 | CSc1cccc(NC(=O)CN(c2ccc(C)cc2C)S(C)(=O)=O)c1
-14 | x | x | Cc1ccc(/C=N/Nc2cn[nH]c(=O)n2)o1
-14 | -1.5 | -1.2 | Cc1cc(C)c(C)c(OCCCCn2cnc3ccccc3c2=O)c1
-8 | 0.43 | 0.22 | N#C/C(=C/c1ccc(CNS(=O)(=O)c2ccccc2)o1)C(N)=O
-42 | x | x | COc1cc(C(=O)N(c2ccc(C)c(C)c2)C2C=CS(=O)(=O)C2)cc(OC)c1OC (stereo not given)
-21 | 0.48 | -0.31 | CCCn1c(Cc2ccccc2)n[nH]c1=S
x | -1.2 | -1.1 | COc1cccc(-c2cc(C(=O)N3CCCCCC3)no2)c1
-6 | 0.5 | 0.6 | COc1ccccc1NC(=O)CC1C(=O)NCCN1C(=O)Nc1ccc(Cl)c(Cl)c1 (stereo not given)
-49 | x | x | O=C(NNC1=Nc2cccc3cccc1c23)c1ccc(Br)cc1
0 | -0.19 | -0.16 | COc1cc(NC(=S)NCc2ccco2)cc(OC)c1

More structures
INS promoter inh | sdo1 growth | sdo1 growth Rescue 24 h | Structure
x | -0.09 | -0.79 | CCCn1c(SCC(=O)NCc2ccco2)nnc1C(C)C
35 | -0.06 | -0.63 | O=S(=O)(/N=C(/c1ccc(F)cc1)N1CCCCC1)c1ccc(Cl)cc1
-3 | 1.4 | 1.9 | Cc1ccc(C(=O)NCCc2nnc3ccc(SCC(=O)Nc4ccccc4C)nn23)cc1
-24 | 0.41 | 1.4 | S=c1[nH]ncn1/N=C/c1ccccn1
